TAG inh – inhibitors of triacylglycerol accumulation | inhibition, % at 12.5 µM | AID 651582 | hit rate 0.66% among 230,000 | H9c2 cells, Nile Red lipid (TAG) fluorescence; cells loaded with 200 µM oleic acid;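 active means pattern-corrected inhibition of lipid staining of at least 50% with the nuclear-stain viability signal not falling by more than 50%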;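 further: 0% = DMSO wells and 100% = triacsin C control wells; some results filed as inactive read as strong as hits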
TAG inh DAPI viability – also measured in TAG inh; calls as there; DAPI nuclei signal change (viability), lower = more cytotoxic, %;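 whole-well DAPI fluorescence read on a plate reader as a viability signal; minus 50 percent equals half of cells still viable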
* marks the source's active call; other numbers are inactive results. Not all compounds are listed, so the mix of outcomes need not match the whole.

SMILES	TAG inh	TAG inh DAPI viability
CCCCN(C(=O)COC(=O)c1ccccc1)c1c(N)n(CCC)c(=O)[nH]c1=O	-5	0
O=C(Oc1ccccc1)c1cccnc1Oc1ccccc1	8	-17
Cc1ccc(S(=O)(=O)N2CCN=C2SC(C)c2ccccc2)cc1 (configuration not stated)	-22	-6
CCOc1ccccc1OCC(=O)NNC(=O)Cn1cnc2c1c(=O)n(C)c(=O)n2C	-17	1
O=C(CSc1ccccc1)NC1=NCCS1	-4	6
OC[C@@H]1CN(Cc2ccc(F)cc2)C[C@H](n2cnc3c(N4CCN(c5ccccc5)CC4)ncnc32)O1	5	7
Cc1ccsc1C(=O)N1CC(=O)Nc2ccccc21	6	-6
CCC(c1nnnn1Cc1ccccc1)N1CCN(C(=O)c2ccco2)CC1 (configuration not stated)	9	-14
COc1cc(C2c3c(oc4c(C)cc(C)cc4c3=O)C(=O)N2Cc2cccnc2)ccc1O (configuration not stated)	10	6
Cc1cc(C)c2nc(SCC(=O)N3CC(=O)Nc4ccccc43)c(C#N)cc2c1	54*	-21*
O=C(CCC1CCCCC1)Nc1nnc(C(F)(F)F)s1	-10	-3
O=C(NCCCN1CCOCC1)C1Cc2c(ccc3ccccc23)O1 (configuration not stated)	-2	1
Cc1cc(C[n+]2cc(Cl)ccc2N)c2ncccc2c1	-1	1
CCn1c(CSCc2ccc(Cl)cc2)n[nH]c1=S	-5	-6
COc1ccc2c(c1)nc(SCC(O)c1ccccc1)n2C (configuration not stated)	-13	-10
CCNc1nc(Cl)nc(NC2CCCCC2)n1	8	3
Nc1nc(C23CC4CC(CC(C4)C2)C3)[nH]c(=O)n1	1	-1
O=C(N/N=C/c1cccs1)c1cncc(Br)c1	-2	14
CCCOC(=O)CSC1=C(C#N)C(c2ccc3c(c2)OCO3)CC(=O)N1 (configuration not stated)	12	-10
Cc1c(S(=O)(=O)N2CCN(C(c3ccccc3)c3ccccc3)CC2)c(=O)n(C)c(=O)n1C	8	1
CCc1ccc2nc(NC(=O)CCCc3cccs3)sc2c1	5	-12
Cc1cccc(-n2nnc3c(=O)n(Cc4ccccn4)cnc32)c1	3	-7
S=C(Nc1ccccc1)Nc1cccc(Br)c1	0	-8
O=c1oc(-c2cccc(C(F)(F)F)c2)nn1-c1ccc(C(F)(F)F)cn1	9	-15
O=C(Nc1ccc2c(c1)OCCO2)C1CCCN(S(=O)(=O)Cc2ccccc2)C1 (configuration not stated)	9	-2

(cont.)
SMILES	TAG inh	TAG inh DAPI viability
CCn1nc(C(=O)OCC(=O)NCC(C)C)c2ccccc2c1=O	5	-3
Cc1cc(NC(=O)COC(=O)CCNS(=O)(=O)c2cccc(C(F)(F)F)c2)no1	0	1
O=C(NCc1ccco1)C(C(=O)c1ccccc1)n1ccccc1=O (configuration not stated)	0	9
COc1ccc(-n2nnc3c(=O)n(CC(=O)N4CCCCC4)cnc32)cc1	5	0
Cc1ccsc1C(=O)OCC(=O)N1CCOCC1	-13	-7
COc1ccc(CCNC(=O)Nc2nc(C(N)Cc3ccccc3)cs2)cc1OC (configuration not stated)	32	-4
Cc1ccc(NC(=O)CN(C)C(=O)c2ccc(NC(=O)CC3SC(N4CCCC4)=NC3=O)cc2)cc1 (configuration not stated)	1	-7
Cc1ccc(-n2c(C)nc3ccsc3c2=O)cc1	-2	0
Cc1ccc(-n2ncc3c2CC(C)(C)CC3NC(=O)CCc2cccnc2)cc1 (configuration not stated)	-10	6
CN(C)/C=N/c1nc2nccc(-c3ccc(Cl)cc3)n2n1	-10	43
O=C(Cn1[nH]c(=O)c2ccccc2c1=O)OCC(=O)N1CCc2ccccc2C1	11	-2
CCCCCCC[N+](CC)(CC)CCCCc1ccc(Cl)cc1	5	-15
CCNC(=S)Nc1ccc(S(=O)(=O)Nc2cc(C)nc(C)n2)cc1	8	-5
COc1ccc2nc(C)cc(SCC(=O)O)c2c1	-25	7
Cc1ccccc1N1C(=S)NC2c3ccccc3OC1(C)C2C(=O)N(C)C (configuration not stated)	-1	7
CCS(=O)(=O)c1ccc(O)c(NC(=O)c2ccc(S(=O)(=O)N3CCCCCC3)cc2)c1	-1	8
O=C(c1cccs1)N(c1cccc(Cl)c1)C1C=CS(=O)(=O)C1 (configuration not stated)	-8	0
COc1ccc(CC(=O)O)cc1O	-24	-1
CSc1nc(C)cc(C)c1C(N)=O	2	2
COc1ccc(NS(=O)(=O)c2cc3c(cc2C)N(C(C)=O)CCO3)cc1	-6	-5
CC(Sc1ccccc1)C(=O)N1CCN(S(=O)(=O)c2ccccc2)CC1 (configuration not stated)	-8	12
O=C1CC2(CCCC2)C(=O)N1CN1CCN(S(=O)(=O)c2ccc(F)cc2F)CC1	-5	3
CC1(C)CC(=O)C2=C(C1)N(c1ccccc1)C(=O)CC2c1ccc(O)cc1 (configuration not stated)	-9	-10
COC(=O)CCCCC1SCC2NC(=O)NC21 (configuration not stated)	7	-4
CCCc1cc(=O)oc2c(CN(CC)CC)c(O)c(Cl)cc12	4	48

(next part)
SMILES	TAG inh	TAG inh DAPI viability
CCCCNC(=O)CCn1c(=O)c2ccccc2n(CC(=O)NCCc2ccc(OC)c(OC)c2)c1=O	0	-8
O=C1CCC[C@@H]2Cc3nc4cc5c(cc4cc3[C@@H]3CCN1[C@H]23)OCO5	27	1
Cc1cc(NC(=O)c2cnn3c(C(F)F)cc(C4CC4)nc23)no1	-18	0
COc1cc(NC(=O)Nc2cccc3cccnc23)cc(OC)c1OC	15	6
CC12CCC(C(=O)N(CC(O)CN3CCN(Cc4ccccc4)CC3)C1=O)C2(C)C (configuration not stated)	5	-1
CCCCc1c(C)nc2c(OC)cccc2c1SCCC(=O)O	-7	6
CCOc1ccccc1-n1c(CNc2ccc(F)cc2)nnc1SCC(=O)NCc1ccco1	1	3
C=CCN1C(=O)C(CC(=O)O)SC1=Nc1ccc(N=Nc2ccccc2)cc1 (configuration not stated)	9	-13
CCOC(=O)[C@H]1[C@H]2COc3ccc(C)cc3[C@@H]2N2C(=O)c3ccc(C)cc3NC(=O)[C@@]12C	-2	-4
O=C(NCC1CCCO1)c1cccc(NS(=O)(=O)c2ccccc2)c1 (configuration not stated)	5	-5
O=C(NCCN1CCOCC1)c1ccccc1-c1ccccc1	3	-2
COc1cccc(C(=O)NC(=S)Nc2ccc3c4c(cccc24)CC3)c1	-52	-6
CCOc1ccc2nc(-c3ccccc3)[nH]c2c1	50*	-28*
CCn1c(/C=C/c2ccc(O)cc2)nc2ccccc2c1=O	0	7
Cc1ccccc1C(=O)NC(=S)Nc1ccc(N2CCOCC2)cc1	7	16
CC1(C)C(=O)Nc2ccccc2N1C(=O)COC(=O)Cc1ccc(Cl)c(Cl)c1	1	3
COc1cc(Br)c(Br)c(Br)c1N	-3	-1
O=C(c1ccc2c(c1)OCO2)N1CCCC1	-3	2
NC(Cc1ccc(C(F)(F)F)cc1)c1csc(Nc2ccc(C(=O)NCCCO)cn2)n1 (configuration not stated)	57*	-0.8*
O=C1CSC(c2cn(-c3ccccc3)nc2-c2cc3ccccc3oc2=O)N1Cc1ccccc1 (configuration not stated)	-10	18
Nn1c(SCc2cn3cc(Cl)ccc3n2)nnc1-c1ccncc1	-4	7
CCN1CCN(C(=S)c2ccc(Cl)c(Cl)c2)CC1	-13	-4
O=C(O)CCc1nc(-c2ccc(Cl)cc2)no1	4	1
Cc1cccc(-n2nnc(C(=O)N3CCc4ccccc4C3)c2N)c1	-33	10
CCCCCCCCOC(=O)CCc1c(C)[nH]c(=S)[nH]c1=O	-12	-6

(listing goes on)
SMILES	TAG inh	TAG inh DAPI viability
CN(CC(=O)Nc1ccc(F)cc1)C(=O)COC(=O)Cc1cccs1	6	-3
CC(CNC(=O)c1cc(Cl)ccc1[N+](=O)[O-])NC(=O)c1cc(Cl)ccc1[N+](=O)[O-] (configuration not stated)	-3	2
O=C1CNC(c2ccccc2)C(c2ccccc2)N1 (configuration not stated)	5	-2
CCOC(=O)c1c(NC(=O)COC(=O)CCNS(=O)(=O)c2ccccc2)sc(C(=O)N(C)C)c1C	26	-5
CC1Cc2ccccc2N1C(=O)Cn1c(=O)oc2cc(S(=O)(=O)N3CCCCC3)ccc21 (configuration not stated)	4	-15
O=C(C1CCC(CNS(=O)(=O)c2cccc3cccnc23)CC1)N1CCc2ccccc21 (configuration not stated)	10	-9
CSc1ccc(S(=O)(=O)NCC(=O)OC2CCOC2=O)cc1[N+](=O)[O-] (configuration not stated)	10	-4
Cc1cc(C)n(-c2nc3c(c(=O)[nH]c(=O)n3C)n2CC(O)c2ccccc2)n1 (configuration not stated)	-14	0
O=S(=O)(c1ccccc1)N1CCN(Cc2ccccc2C(F)(F)F)CC1	7	-5
Cc1ccc(C(C(=O)Nc2ccc(C(C)C)cc2)N(C)C(=O)c2ccc(=O)[nH]c2)cc1 (configuration not stated)	11	-13
CCOc1ccc(N2CC(C(=O)NCc3ccc(C)n3C)CC2=O)cc1 (configuration not stated)	-8	0
O=C(CCc1nnc(Cc2ccc3c(c2)OCO3)o1)NCc1nc2ccccc2s1	18	-2
Cc1ccc2cc(/C=C/C(=O)c3ccco3)c(Cl)nc2c1	-1	-1
Cc1onc(-c2ccccc2)c1CNC(=O)CN1C(=O)c2ccccc2C1=O	4	-7
COc1ccc(CN2CCN(C(=O)CCC(=O)c3ccc(C)s3)CC2)cc1OC	9	2
Cc1occc1-c1nnc(SCC(=O)Nc2ccccc2)n1CCc1ccccc1	20	-15
Cn1cc(C(=O)c2ccc(Cl)cc2Cl)cc1C(=O)N/N=C(\N)COc1ccccc1	-52	-3
Cc1ccc(NC(=O)OCCN2CCN(Cc3ccccc3)CCC2=O)cc1C	-25	10
O=C(N/N=C/c1cccc([N+](=O)[O-])c1)C(=O)N1CCCCCC1	4	-1
Cc1nn(C)cc1CN(C)C(=O)CCc1nnc(CCC2CCCCC2)o1	0	2
Cc1ccc(NC(=O)N2CCCC(c3nc(-c4ccc(F)cc4)no3)C2)cc1 (configuration not stated)	0	1
COc1ccc(NC2CCCN(C(=O)COc3ccc(C)cc3)C2)cc1 (configuration not stated)	13	-3
CCc1ccc(C(=O)CCC(=O)Nc2ccc(OC)c(S(=O)(=O)N3CCCCC3)c2)cc1	2	1
CCCNC(=S)NCCN1CCCCC1	-14	11
Cc1oc(-c2ccc(Cl)cc2)nc1CN1CCC(C(=O)N2CCN(Cc3ccccc3)CC2)CC1	16	0

Remaining list, next part.
SMILES	TAG inh	TAG inh DAPI viability
COc1ccc(CCNC(=O)CS(=O)(=O)Cc2nc(-c3ccccc3Cl)oc2C)cc1OC	-5	9
CNc1cc(-c2cccc(C(=O)N3CCOCC3)c2)ncn1	4	3
Cc1ccc(NC(=O)COC(=O)CCNS(=O)(=O)c2c(Cl)cccc2Cl)cc1	4	5
CC(C)c1ccc(S(=O)(=O)N2CCN(C(C)C(=O)NC3CCCC3)CC2)cc1 (configuration not stated)	-16	1
CCC(=O)N/C(=N\OCc1ccc(F)cc1)c1nonc1NC(=O)CC	1	6
CN(C)N1C(=O)CC(C)(c2ccc([N+](=O)[O-])cc2)C1=O (configuration not stated)	-10	-63
CC1CC(C)CN(CCCNC(=O)COc2cc(=O)n(C)c3ccccc23)C1 (configuration not stated)	16	0
COC(=O)c1[nH]nc2c1C(=O)N(C1CCCCC1)C2=O	-14	-4
Cc1nnc(SCC(=O)NC2CCCC2)n1C(C)C	14	4

In the list so far, these have an aryl methoxy group:
SMILES	TAG inh	TAG inh DAPI viability
COc1cc(C2c3c(oc4c(C)cc(C)cc4c3=O)C(=O)N2Cc2cccnc2)ccc1O (configuration not stated)	10	6
COc1ccc2c(c1)nc(SCC(O)c1ccccc1)n2C (configuration not stated)	-13	-10
COc1ccc(-n2nnc3c(=O)n(CC(=O)N4CCCCC4)cnc32)cc1	5	0
COc1ccc(CCNC(=O)Nc2nc(C(N)Cc3ccccc3)cs2)cc1OC (configuration not stated)	32	-4
COc1ccc2nc(C)cc(SCC(=O)O)c2c1	-25	7
COc1ccc(CC(=O)O)cc1O	-24	-1
COc1ccc(NS(=O)(=O)c2cc3c(cc2C)N(C(C)=O)CCO3)cc1	-6	-5
CCCCNC(=O)CCn1c(=O)c2ccccc2n(CC(=O)NCCc2ccc(OC)c(OC)c2)c1=O	0	-8
COc1cc(NC(=O)Nc2cccc3cccnc23)cc(OC)c1OC	15	6
CCCCc1c(C)nc2c(OC)cccc2c1SCCC(=O)O	-7	6
COc1cccc(C(=O)NC(=S)Nc2ccc3c4c(cccc24)CC3)c1	-52	-6
COc1cc(Br)c(Br)c(Br)c1N	-3	-1
COc1ccc(CN2CCN(C(=O)CCC(=O)c3ccc(C)s3)CC2)cc1OC	9	2
COc1ccc(NC2CCCN(C(=O)COc3ccc(C)cc3)C2)cc1 (configuration not stated)	13	-3
CCc1ccc(C(=O)CCC(=O)Nc2ccc(OC)c(S(=O)(=O)N3CCCCC3)c2)cc1	2	1
COc1ccc(CCNC(=O)CS(=O)(=O)Cc2nc(-c3ccccc3Cl)oc2C)cc1OC	-5	9
